# Compound activity: PubChem, National Center for Advancing Translational Sciences (NCATS)
# IMPase cell inh – qHTS Assay for Identifying the Cell-Membrane Permeable IMPase Inhibitors; Inositol monophosphatase 1 (Rattus norvegicus), P97697; CHO-M1 cells, IP1 accumulation, HTRF TR-FRET ratio; inhibition (IP1 accumulation), % at 46.1 µM; 120,000 tested, under 10 active; AID 901, 2007; active means well fitted curve in the direction sought with a large enough effect in the signal ratio, not every such curve was filed as active; inconclusive means small, poorly fitted or top-dose-only effect, or a change in a side signal; inactive means no such curve, though single readings can be large or run the other way; the % refers to the signal ratio;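 further: cells stimulated with carbachol in lithium chloride buffer; plate controls were DMSO basal wells for no effect and reference inhibitor wells for full effect; higher means more IMPase inhibition seen as more IP1 and lower FRET ratio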
# Target sequence (P97697 whole entry, looked up): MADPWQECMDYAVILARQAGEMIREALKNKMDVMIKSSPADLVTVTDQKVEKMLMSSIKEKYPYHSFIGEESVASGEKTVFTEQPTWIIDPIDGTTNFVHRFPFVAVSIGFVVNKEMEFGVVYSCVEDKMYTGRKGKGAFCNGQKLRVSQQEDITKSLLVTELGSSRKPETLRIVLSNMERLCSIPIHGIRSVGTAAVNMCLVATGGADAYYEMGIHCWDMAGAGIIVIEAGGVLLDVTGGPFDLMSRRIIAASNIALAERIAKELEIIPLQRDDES
#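 Carbachol-driven Gq signalling in CHO-M1 cells (2000/well) generates IP1. Compounds that block IMPase raise IP1 and so reduce the FRET signal from Eu-anti-IP1 and d2-IP1 after a 10 min room-temperature lysis.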
# PNC inhibitor – High Content Assay for Compounds that inhibit the Assembly of the Perinucleolar Compartment; AID 2417, 2010; PC3M PTB-GFP, PNC prevalence imaging, 16 h; active compounds read low; actives 3.1% (n = 140,000); activity change (PNC), negative = inhibition, % at 10 µM;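 active means readout at or below -70, meaning at least 70% loss of cells showing the perinucleolar compartment, a nuclear body marking cancer cells; inconclusive means readout between -30 and a set limit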;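 further: plate controls were DMSO wells for no effect and camptothecin positive control wells for full effect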
#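 Compounds are pinned in duplicate onto adhered PC3M cells stably expressing GFP-tagged PTB and incubated 16 h at 37 C. Cells are then fixed, nuclei stained with Hoechst, and PNC-positive cells counted.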
# 15-hLO-2 inh – qHTS Assay for Inhibitors of 15-hLO-2 (15-human lipoxygenase 2) | purified 15hLO-2, xylenol orange hydroperoxide absorbance | actives 0.56% (n = 110,000) | Potency, µM (highest dose often 57.1 µM), for the others: at the top dose activity change, negative = inhibition, usual class: inhibitors | Polyunsaturated fatty acid lipoxygenase ALOX15B (Homo sapiens), O15296; further: potency means the concentration at half of the fitted maximal effect; nearly all actives have a fitted effect of over 60% in size; many of its hits are not listed in these tables
#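 Enzyme 50 nM, AA 45 uM, 25 mM Hepes pH 7.5 + 0.01% Triton X-100; cpd preinc 15 min RT, rxn 90 min RT; stop/detect with 200 uM XO + 300 uM Fe(II) in 50 mM H2SO4, 30 min; A573/A405.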
# 12-hLO inh – qHTS Assay for Inhibitors of 12-hLO (12-human lipoxygenase). Polyunsaturated fatty acid lipoxygenase ALOX12 (Homo sapiens), P18054. purified 12-hLO, xylenol orange hydroperoxide absorbance. Potency, µM (series often up to 57.1 µM), inactives show at the highest dose activity change, negative = inhibition, most hits filed as inhibitors. actives 0.12% (n = 150,000); further: potency means the concentration at half of the fitted maximal effect; nearly all actives have a fitted effect of over 55% in size; many of its hits are not listed in these tables
# Target sequence (P18054 whole entry, looked up): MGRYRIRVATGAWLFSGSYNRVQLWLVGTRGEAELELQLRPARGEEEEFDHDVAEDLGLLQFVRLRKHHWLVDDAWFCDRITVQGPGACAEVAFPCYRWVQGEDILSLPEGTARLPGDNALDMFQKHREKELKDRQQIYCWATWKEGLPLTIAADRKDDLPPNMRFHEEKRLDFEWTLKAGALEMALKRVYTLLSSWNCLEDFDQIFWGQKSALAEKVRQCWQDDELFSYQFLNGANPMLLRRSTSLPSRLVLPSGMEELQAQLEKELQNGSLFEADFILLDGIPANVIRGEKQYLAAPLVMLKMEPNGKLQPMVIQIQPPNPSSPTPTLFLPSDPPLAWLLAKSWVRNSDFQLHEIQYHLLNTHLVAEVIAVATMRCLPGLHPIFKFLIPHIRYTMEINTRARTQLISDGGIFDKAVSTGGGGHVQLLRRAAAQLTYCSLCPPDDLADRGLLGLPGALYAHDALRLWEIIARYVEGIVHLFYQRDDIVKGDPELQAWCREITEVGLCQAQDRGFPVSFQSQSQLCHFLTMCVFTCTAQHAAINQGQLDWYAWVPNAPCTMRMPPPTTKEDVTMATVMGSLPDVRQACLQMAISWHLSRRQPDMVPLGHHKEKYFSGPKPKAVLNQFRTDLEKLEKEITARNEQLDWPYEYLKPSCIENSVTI
#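 Purified human 12hLO (150 nM final) was preincubated with compounds for 15 min at room temperature in 25 mM Hepes pH 7.0, 0.01% Triton X-100, then reacted with 40 uM arachidonic acid for 30 min. Hydroperoxide was detected with ferrous iron/xylenol orange.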
# * marks the source's active call; other numbers are inactive results; ? = inconclusive; nt = no result given; [ ] = remark or other dose. Unless noted, the call rests on the fitted dose curve; in most records, active means well fitted curve in the direction sought with a large enough effect; inconclusive means small, poorly fitted or top-dose-only effect, or another doubt; inactive means no such curve, though single readings can be large; an effect the other way counts as inactive or inconclusive. Unless noted, on the % scale 0 is the no-effect control and ±100 the full control effect. Compounds as they come; about 3.1% have a hit in one of these screens.
Compound | 12-hLO inh | PNC inhibitor | 15-hLO-2 inh | IMPase cell inh
Cc1ccc(-c2c3c(nc4sc(C(N)=O)c(N)c24)CCCC3)o1 | -3% | 15 | nt | nt
Fc1ccc(Cn2c(-c3cscn3)nc3ccccc32)c(Cl)c1 | 2% | 16 | 12% | -3
COc1ccc(OC)c(N(CC(N)=O)S(=O)(=O)c2ccc(OC)c(OC)c2)c1 | 2% | -1 | 0% | -3
O=C(NCCCN1CCOCC1)c1cnn2c(-c3ccccc3)cc(-c3ccccc3)nc12 | -5% | 18 | 13% | 6
O=C(Nc1ccc2c(c1)OCCO2)NC1(C(F)(F)F)Oc2ccccc2O1 | -17% | ? | -15% | 9
O=C(O)c1ccc2nc(-c3ccccc3)sc2c1 | -2% | ? | nt | nt
CN1CC(c2ccccc2)C2(COc3ccccc3C2=O)C12C(=O)Nc1ccccc12 (stereo not drawn) | -10% | 99 | -2% | 15
COc1ccc(-c2c(C)nn3c(N4CCC(C(=O)NCCN(C)C)CC4)cc(C)nc23)cc1OC | -1% | -5 | 12% | -6
CS(=O)(=O)N(CC(=O)Nc1ccc2c(c1)OCO2)Cc1ccccc1 | 1% | ? | 6%[11.4 µM] | 6[1.84 µM]
O=C(CN1CCN(C(=O)c2cccc(F)c2)CC1)NC1CCCCC1 | 3% | 3 | -2% | ?
O=C(NNC(=O)c1cccnc1)Nc1ccc([N+](=O)[O-])cc1 | -1% | ? | nt | 4
CCc1nc2sc3c(c2c(=O)n1NC(=O)CCl)CCCC3 | 2% | ? | 1% | -5
O=C1NC(=S)N/C1=C/c1ccc(-c2c(Br)cc([N+](=O)[O-])cc2Br)o1 | -8% | 7 | -8%[11.4 µM] | 6[1.84 µM]
Cc1ccc(-c2cc(C(F)F)n3ncc(C(=O)Nc4c(C)nn(Cc5ccccc5Cl)c4C)c3n2)cc1 | 2% | 55 | nt | 2
CCCN1CCCc2cc(CN)ccc21 | -10% | -20 | -8% | 22
CC1CC(C(F)(F)C(F)(F)F)n2nc(C(=O)O)cc2N1 (stereo not drawn) | -3% | -12 | -2% | 0
Cc1cc(C)cc(N2CN=c3s/c(=C\c4ccco4)c(=O)n3C2)c1 | -2% | 43 | nt | nt
CCCCC1(Cc2cccc([N+](=O)[O-])c2)C(=O)N(c2ccccc2)N(c2ccccc2)C1=O | -10% | 23 | -4% | 22
CS/C(=N\S(=O)(=O)c1ccc(N)cc1)NS(=O)(=O)c1cccs1 | -3% | ? | -11% | 2
COc1ccccc1Nc1nc(N)nc(-c2oc3ccccc3c2C)n1 | 4% | 38 | -3% | -3
Cc1ccc(SC/C(O)=C(\C#N)c2nc3ccccc3s2)cc1 | 1% | -9 | -7% | -3
COc1ccc(-c2noc(CCC(=O)Nc3ccc4c(c3)OCCO4)n2)cc1 | 3% | -15 | 0% | 18
CCOC(=O)c1c(C#N)cnn1-c1ccc(C)cc1 | -2% | 22 | -6%[11.4 µM] | ?
CN(C)CCOC(=O)c1ccc(N)cc1 | -3%[11.4 µM] | nt | -1%[11.4 µM] | nt
Cc1cc(C)cc(C(=O)NC(=S)Nc2ccc3c(c2)OCCO3)c1 | -4% | 14 | nt | 1
Cc1c(Br)cc(C(=O)NC2CCCCC2)c(C)c1C | 4% | 63 | -2% | 5
Cc1c(NC(=O)/C=C/c2cn(-c3ccccc3)nc2-c2ccc(F)cc2)c(=O)n(-c2ccccc2)n1C | -1% | 62 | -14% | 6
COC(=O)[C@H](C)NC(=O)Nc1ccc(Oc2ccccc2)cc1 | 0% | 16 | 3% | -10
COCc1cc(C)nc(OCC(=O)N/N=C/c2ccc(-c3cccc([N+](=O)[O-])c3)o2)c1C#N | -1% | 73 | -12% | 8
O=C(Cn1nnc(-c2ccncc2)n1)Nc1ccc2c(c1)CCC2 | 1% | ? | 0%[11.4 µM] | 9[1.84 µM]

# Some of the entries above, set out differently:
smiles: Cc1ccc(-c2c3c(nc4sc(C(N)=O)c(N)c24)CCCC3)o1
  12-hLO inh: -3%
  PNC inhibitor: 15
  15-hLO-2 inh: nt
  IMPase cell inh: nt
smiles: O=C(O)c1ccc2nc(-c3ccccc3)sc2c1
  12-hLO inh: -2%
  PNC inhibitor: ?
  15-hLO-2 inh: nt
  IMPase cell inh: nt
smiles: Fc1ccc(Cn2c(-c3cscn3)nc3ccccc32)c(Cl)c1
  12-hLO inh: 2%
  PNC inhibitor: 16
  15-hLO-2 inh: 12%
  IMPase cell inh: -3

# Next section
Compound | 12-hLO inh | PNC inhibitor | 15-hLO-2 inh | IMPase cell inh
CCOC(=O)N1CCC(NC(=O)c2cc3c(-c4ccccc4F)nn(C)c3s2)CC1 | -2% | 10 | 9% | 5
C#C[C@@]1(O)CC[C@@H]2[C@@H]3CCC4=C(CCC(=O)C4)[C@H]3CC[C@]21C | -4%[25.6 µM] | nt | -4%[25.6 µM] | -3[20.6 µM]
COC(=O)/C=C/c1ccc(OC(=O)c2ccncc2)cc1 | -3% | -30 | nt | nt
CCN(CC)S(=O)(=O)c1ccc(NC(=O)C2c3ccccc3Oc3ccccc32)cc1 | -3% | -3 | nt | nt
COc1ccc(C2=NOC(Cn3c(Cc4ccc(Cl)cc4)nc4c3c(=O)n(C)c(=O)n4C)C2)cc1 (stereo not drawn) | 0% | -108* | 0% | 6
Cn1c(=O)c2c(-c3ccccc3)n(C3CCCCC3)cc2n(C)c1=O | -8% | -12 | -19% | -2
Cc1nc2sc(C(c3cccc(F)c3)N3CCN(C(=O)c4ccco4)CC3)c(O)n2n1 (stereo not drawn) | -1% | 6 | 6% | -2
CCS(=O)(=O)N1Cc2ccccc2CC1C(=O)Nc1nnc(SCc2c(Cl)cccc2Cl)s1 (stereo not drawn) | -3% | ? | nt | nt
CC(=O)c1cc(C)ccc1OC(=O)c1cccc2nc(C)oc12 | -1% | ? | -1%[2.29 µM] | 0
CC1=NNC(=O)C1CCC(=O)N/N=C\c1ccccc1[N+](=O)[O-] (stereo not drawn) | -1% | -20 | 3% | -7
CN(C)C(=O)CSc1nnc(-c2cc(-c3cccs3)nc3ccccc23)o1 | -1% | 7 | -5% | -10
COC(=O)CC1Sc2ccccc2NC1=O (stereo not drawn) | -6% | -9 | -3% | 1
COCCCNC(NC(=O)c1ccc(C)cc1)C(Cl)(Cl)Cl (stereo not drawn) | 7% | 19 | -6% | 3
O=C(OCC1OC(n2cnc3c(N(C(=O)c4ccccc4)C(=O)c4ccccc4)ncnc32)C(O)C1F)c1ccccc1 (stereo not drawn) | -7% | ? | -1% | -1
Cc1nn(-c2ccccc2)c(C)c1NC(=O)COc1ccc(C#N)cc1 | 1% | -80* | nt | nt
Cc1ccc(/C=N/n2cnc3sc4c(c3c2=O)CCCC4)o1 | -3% | ? | -5% | 0
CC(=O)Nn1c(COc2ccccc2C)nc2ccccc2c1=O | -1% | 15 | -1% | 8
COc1ccc(C(=O)NCc2n[nH]c(=S)n2-c2ccccc2)cc1OC | 5% | 29 | -8% | 11
CCCCOCCCn1c(-c2ccco2)nc2nc3ccccc3nc21 | -27% | 16 | -22% | -3
Cc1ccccc1Oc1nnc(-c2cccs2)c2ccccc12 | -1% | 87 | nt | -17
CCCSC1=N/C(=C\c2ccc3c(c2)OCO3)C(=O)S1 | -17% | -6 | -14% | 14
CC1C(=O)OC2C(O)C34C5CC(C(C)(C)C)C36C(OC(=O)C6O)OC4(C(=O)O5)C12O (stereo not drawn) | -3% | nt | 10% | 1
O=[N+]([O-])c1ccccc1/C=C/C=N/n1c(-c2ccc(Cl)cc2)n[nH]c1=S | -13% | 16 | -16% | 0
COc1ccc(OCc2nnc3n2N=C(c2ccc(C)cc2)CS3)cc1 | -4% | ? | 1% | 4
CCOC(=O)c1cc2occc2n1Cc1ccc(F)cc1 | -15% | 18 | -12% | 15
COC(=O)c1sc(N)c(C(=O)OC)c1COC(=O)C1CC(=O)N(Cc2ccco2)C1 (stereo not drawn) | 6% | 24 | -6% | -2
COc1ccc(NC(=O)CSc2nccc(C)n2)cc1 | -5% | ? | 7% | 12
Cc1cccc(-c2nnc(SCC3CNC(=O)O3)n2-c2ccc(Cl)cc2)c1 (stereo not drawn) | -3% | ? | nt | nt
COc1ccc(C(C(C(=O)c2ccco2)N2CCOCC2)N2CCOCC2)cc1 (stereo not drawn) | 0% | ? | 7% | 6
CC(=O)c1cccc(NC(=O)CN(Cc2ccccc2)S(C)(=O)=O)c1 | -1% | 7 | -2% | 2

# A few values from the entries so far:
# Under IMPase cell inh, Cc1ccccc1Oc1nnc(-c2cccs2)c2ccccc12 is listed with -17
# Under IMPase cell inh, COCCCNC(NC(=O)c1ccc(C)cc1)C(Cl)(Cl)Cl (stereo not drawn) is listed with 3
# Under IMPase cell inh, CC(=O)c1cc(C)ccc1OC(=O)c1cccc2nc(C)oc12 is listed with 0
# Under IMPase cell inh, COc1ccc(NC(=O)CSc2nccc(C)n2)cc1 is listed with 12
# Under 12-hLO inh, CCCN1CCCc2cc(CN)ccc21 is listed with -10%

# The list goes on.
Compound | 12-hLO inh | PNC inhibitor | 15-hLO-2 inh | IMPase cell inh
Cc1nc(-c2ccccc2O)n(S(=O)(=O)N(C)C)n1 | 1% | -8 | 11% | 4
CC(C)(C)C1CCC(OC(=O)CCC(=O)Nc2ccccc2)CC1 (stereo not drawn) | 4% | 35 | nt | 11
CCC(C)[C@H](NC(=O)NC1CC1)C(=O)O (stereo partly drawn) | 5% | -6 | -1% | 4
CCC1(C)CC(c2nc(-c3ccc(OC)cc3)cs2)CCS1 (stereo not drawn) | -6% | 5 | nt | 0
Cc1nc(=S)n(-c2ccccc2)[nH]1 | -1% | ? | -3% | 10
C=CCNC(=O)c1ccccc1NC(=O)c1cccc2ccccc12 | -2% | ? | -5% | -1
COCCn1c(=O)c(-c2ccc(OC)cc2)nc2cnc(N3CCNCC3)nc21 | -1% | nt | 9% | nt
CC1(CCc2ccccc2)NC(=S)N(c2ccccc2)N1 (stereo not drawn) | ? | -124* | nt | nt
COc1cccc(C2CC(c3ccc(Cl)cc3Cl)n3nc(N)nc3N2)c1 (stereo not drawn) | -3% | ? | 41%[activator] | 3
CCCCc1ccc(NC(=S)Nc2ccc(Cl)c(S(=O)(=O)N(C)C)c2)cc1 | -7% | -119* | nt | nt
NC(=O)c1cc2n(n1)C(C(F)(F)F)CC(c1ccco1)N2 (stereo not drawn) | -2% | -22 | -5% | -2
Cn1c(=O)n(CCc2ccccc2)c(=O)c2c1ncn2Cc1ccccc1 | -13% | ? | 6% | 17
Cc1cc(C)n(-c2nnc(C)n2N)n1 | -1% | ? | -6% | -4
COc1ccc(/C=C/C(=O)c2cc(O)ccc2O)cc1 | -24% | nt | ? | nt
CCOc1ccc(NC(=O)CN2CCN(CC(=O)Nc3cccc(F)c3)CC2)cc1 | -2% | 57 | -5% | -5
CCC(C)n1c(-c2ccco2)nc2nc3ccccc3nc21 (stereo not drawn) | -4% | 68 | -16% | 0
O=C(Cc1ccccc1)NN1C(=O)C2C3C=CC(C3)[C@@H]2C1=O (stereo partly drawn) | -1% | ? | nt | nt
Cn1nccc1C(=O)c1ccc(Cl)cc1 | 2% | 3 | -1% | -1
O=C(O)C1(Nc2ccc(Cl)cc2)CCCC1 | 5%[11.4 µM] | nt | -5%[11.4 µM] | nt
CSc1nc(C)cc(Nc2ccc(O)c(CN3CCCCC3)c2)n1 | 3%[11.4 µM] | nt | -3%[11.4 µM] | nt
CC(C)Cc1ccc(S(=O)(=O)N2CCOCC2)cc1 | 11% | -23 | 4% | 0
O=C(c1noc2c1CCCC2)N1CCN(c2ccccc2)CC1 | -2% | 33 | -3% | 11
Cc1cc(NC(=O)COC(=O)COc2ccc(Cl)cc2C)c([N+](=O)[O-])cc1C | -1% | -21 | nt | nt
